SMARCA2 activ – SMARCA2 function activation, primary screen. activation, % at 9.1 µM. AID 652017. MG213 cells, MMTV-luciferase reporter, dexamethasone, overnight. 370,000 compounds, 1% hits; in the data active = activation above about 7.8%;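 also: 0% = vehicle wells and 100% = reference activator wells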
GC-B act – GC-B (human) receptor activation. activation, % at 10 µM. AID 1920062. HEK293-GC-B cells, CNP EC30, cGMP TR-FRET; 0% at EC30 CNP, 100% saturating CNP. 370,000 compounds, 0.11% hits;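 active = activation at 10 µM reaching about 35% in either raw or pattern-adjusted values, limit read from the data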
ssDAF12 agonist – S. stercoralis DAF-12 activation, primary screen | activation, % at 6.8 µM | 370,000 compounds, 1% hits | HEK293 ssDAF-12/GRIP1 lit1-tk-luc reporter, luminescence; % of 3 µM dafachronic acid response;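 active = activation above the mean over all tested compounds plus 3 SD, cut at about 0.9% in these data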;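 also: 0% = DMSO-only wells and 100% = 3 µM delta7-dafachronic acid wells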
hcDAF12 agonist – activates DAF-12 receptor from parasite H. contortus | HEK293 hcDAF-12 lit1-tk-luc reporter, luminescence; 0% DMSO, 100% Δ7-dafachronic acid | 370,000 compounds, 1.4% hits | activation, % at 6.8 µM;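 active = activation above the mean of all tested compounds plus 3 SD, cut at about 5.5% in these data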;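 also: 100% = response to 3 µM Δ7-dafachronic acid high control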
FXN GAA850 act – activators of GAA850 frataxin (FXN) promoter; 360,000 compounds, 0.56% hits; AID 540364; HEK293 lucGAA850 FXN promoter luciferase reporter, 24 h; percent of 10 µM SAHA response; activation, % at 6 µM;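 active = activation above the average of all compounds screened plus 3 SD, cutoff fixed separately per campaign, cut at about 7.5% in these data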;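 also: 0% = DMSO wells and 100% = 10 µM SAHA wells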
DAX1 inh-1 – inhibitors of human orphan nuclear receptor DAX1 (NR0B1). P51843. 340,000 compounds, 0.99% hits. AID 504766. HEK293 Gal4-DAX1 luciferase reporter, luminescence. inhibition, % at 6.75 µM;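 active = inhibition above the mean over all tested compounds plus 3 SD, cut at about 4.2% in these data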;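 also: 0% = DAX1-transfected cells with DMSO and 100% = empty-vector control cells with DMSO; inhibition shows as a rise in luminescence from relieved DAX1 repression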
hgDAF-12 ag – hgDAF-12 agonism, primary luciferase screen; activation, % at 6.8 µM; HEK293 GAL4-hgDAF12 UAS-luciferase reporter, agonist luminescence; normalized to butyrate control; 370,000 compounds, 1.8% hits;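 active = activation above a cutoff set at the mean of all screened compounds plus 3 SD, cut at about 10% in these data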;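 also: 0% = DMSO wells and 100% = sodium butyrate wells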
proKLK7 act – activates the human kallikrein-7 zymogen | P49862 | purified proKLK7, EDANS-DABCYL substrate fluorescence; 100% is mature enzyme control, 0% vehicle | activation, % at 7 µM | 370,000 compounds, 0.9% hits;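 active = activation above the mean of all tested compounds plus 3 SD, computed per campaign excluding outliers beyond control limits, cut at about 13% in these data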
Target sequence (P49862 whole entry, looked up): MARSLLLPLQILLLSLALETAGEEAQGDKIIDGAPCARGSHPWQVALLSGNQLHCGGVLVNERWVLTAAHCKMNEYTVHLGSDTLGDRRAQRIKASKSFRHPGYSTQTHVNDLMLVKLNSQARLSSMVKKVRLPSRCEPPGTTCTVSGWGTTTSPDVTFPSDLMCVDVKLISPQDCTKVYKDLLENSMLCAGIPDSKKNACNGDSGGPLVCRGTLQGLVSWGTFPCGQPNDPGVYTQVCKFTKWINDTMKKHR
sPLA2-III inh – Inhibits HGIII-sPLA2 liposome hydrolysis, primary screen; Q9NZ20; QFRET BODIPY PC-A2 liposome hydrolysis, fluorescence; inhibition, % at 12.2 µM; 370,000 compounds, 0.56% hits;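 active = inhibition above mean plus 3 SD of compounds lying within the high and low control bounds, cut at about 19% in these data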;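 also: 0% = median of test compound wells and 100% = no enzyme DMSO wells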
Target sequence (Q9NZ20 whole entry, looked up): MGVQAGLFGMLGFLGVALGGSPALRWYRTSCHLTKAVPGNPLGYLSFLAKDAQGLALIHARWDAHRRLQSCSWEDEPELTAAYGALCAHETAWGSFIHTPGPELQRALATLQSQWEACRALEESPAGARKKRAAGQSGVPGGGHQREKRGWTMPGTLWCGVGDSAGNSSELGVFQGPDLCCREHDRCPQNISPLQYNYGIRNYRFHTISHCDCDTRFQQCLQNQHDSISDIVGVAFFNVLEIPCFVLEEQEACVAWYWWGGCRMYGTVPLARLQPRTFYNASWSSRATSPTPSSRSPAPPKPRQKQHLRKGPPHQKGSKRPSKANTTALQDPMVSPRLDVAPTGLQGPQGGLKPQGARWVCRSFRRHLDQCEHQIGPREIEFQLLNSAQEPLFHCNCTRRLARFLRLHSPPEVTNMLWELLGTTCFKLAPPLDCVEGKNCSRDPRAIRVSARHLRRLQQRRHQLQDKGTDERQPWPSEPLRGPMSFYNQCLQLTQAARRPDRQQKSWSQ
DAX1 inh-2 – inhibitors of DAX1 repression of SF-1 activated StAR promoter | HEK293T StAR-luciferase reporter, SF-1/DAX-1 repression relief | inhibition, % at 6.8 µM | AID 652010 | 370,000 compounds, 1.1% hits;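 active = inhibition above the mean over all tested compounds plus 3 SD, cut at about 3.6% in these data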;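 also: 0% = DAX-1 cells with DMSO and 100% = cells lacking DAX-1 with DMSO; higher inhibition means more luminescence from relief of DAX-1 repression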
NPR1 activator – GC-A (human) enzyme activation | P16066 | HEK293 GC-A cells, cGMP TR-FRET, EC30 ANP; 0% at EC30 ANP, 100% saturating ANP | activation, % at 10 µM | 370,000 compounds, 0.14% hits | AID 1671463; in the data active = activation above about 40%
An asterisk follows results filed as active; x = no result given.

Values run as follows: SMARCA2 activ	GC-B act	ssDAF12 agonist	hcDAF12 agonist	FXN GAA850 act	DAX1 inh-1	hgDAF-12 ag	proKLK7 act	sPLA2-III inh	DAX1 inh-2	NPR1 activator
- COc1ccc(OC)c(NC(=O)CCn2c(=S)[nH]c3ccccc3c2=O)c1
  3	-7	-0.3	0.4	0.1	0.2	-2.6	0.3	4	0.2	-5
- CCc1nnc(NC(=O)c2ccncc2)s1
  -2	4	-0.6	-1.3	-1.6	2.3	-1.5	0.4	9	-0.4	0
- COc1cc(C(=S)N2CCCC2)cc(OC)c1O
  3	1	-1.6	-1.1	-1.2	-1.0	-0.2	-0.1	0	-0.3	-1
- Cc1ccccc1OCc1ccc(C(=O)N2CCOCC2)o1
  -2	2	-1.4	-0.6	0.1	-1.1	4.3	0.0	5	-0.7	5
- CN(C)c1ccc(Nc2ncnc3ccc(Br)cc23)cc1
  -3	-2	-1.6	-2.0	-5.2	-1.4	8.3	0.2	15	-0.2	-4
- COc1ccc(Sc2nc3ccccc3n3c(C(F)(F)F)nnc23)cc1
  5	-14	0.0	0.8	-1.7	-0.4	0.8	-0.8	2	0.3	24
- CCOC(=O)c1cc2cc(C)ccc2[nH]1
  5	-6	-0.9	0.2	7.8*	0.6	2.8	-1.6	3	-1.0	-1
- CC1CC(C)CN(CCCn2c(=S)[nH]c3ccccc3c2=O)C1 (stereo unspecified)
  2	-6	-0.4	-1.6	0.8	0.2	-1.6	0.8	5	-0.3	-1
- COc1cc(-c2nnc(NC(=O)CS(=O)(=O)c3ccc(F)cc3)o2)cc(OC)c1OC
  -2	1	-0.7	-0.1	0.8	0.2	0.2	-0.5	-1	-0.9	1
- COc1ccc(CCNC(=O)COC(=O)CCC(=O)c2ccc(F)cc2)cc1OC
  -1	x	-1.2	-0.1	1.6	0.6	4.0	0.1	2	-1.2	x
- Cc1cc(C)c(S(=O)(=O)O)c(C)n1
  -1	5	-0.4	-0.6	0.2	0.1	2.8	0.1	-1	-0.4	4
- O=C(CCc1nnc(CCCCc2ccccc2)o1)NCc1cc(F)ccc1F
  -3	-4	-0.9	0.4	0.8	0.6	-1.5	0.1	-14	-0.5	-4
- CC1Cc2ccccc2N1Cc1nc2cc(Cl)ccc2c(=O)[nH]1 (stereo unspecified)
  1	0	0.6	4.8	0.1	-0.2	1.3	-0.4	-5	-0.3	1
- CC(=O)Nc1cc([N+](=O)[O-])ccc1N1CCOCC1
  0	6	-1.7	1.9	1.3	-1.5	0.2	0.6	-3	-0.3	7
- CCOC(=O)c1c(NC(=O)CCN2C(=O)c3ccccc3C2=O)sc(C(=O)OC(C)C)c1C
  -1	4	-1.2	-1.6	0.7	-1.1	-0.7	-0.3	2	0.0	-5
- OCC1CCCCN1CCNCc1cn[nH]c1-c1cccc2ccccc12 (stereo unspecified)
  -1	0	-1.6	0.0	1.5	2.7	-1.7	0.6	3	-0.3	5
- O=c1[nH][nH]c(=O)c2c(NS(=O)(=O)c3ccccc3)cccc12
  3	-2	-1.1	3.3	1.5	1.1	7.5	-0.3	-6	0.2	1
- CCc1ccccc1NC(=O)CCS(=O)(=O)c1ccc(C)cc1
  -4	-1	-1.6	-1.5	0.2	0.2	-1.2	0.4	20*	0.0	-2
- O=C(/C=C(\Nc1cc(Cl)c(Cl)c(Cl)c1)c1ccccc1)c1ccccc1
  -3	-2	1.5*	5.4	x	x	6.5	-0.6	5	1.0	1
- O=C(O)c1cccc2c1C(=O)N(Cc1ccccc1)C2
  -2	2	1.2*	-1.4	1.7	0.2	0.8	0.0	7	0.6	1

Remaining list, next part.
Values run as follows: SMARCA2 activ	GC-B act	ssDAF12 agonist	hcDAF12 agonist	FXN GAA850 act	DAX1 inh-1	hgDAF-12 ag	proKLK7 act	sPLA2-III inh	DAX1 inh-2	NPR1 activator
- CCCCN(C)C(=O)c1nc2ccccn2c1CNCCCn1ncc2ccccc21
  0	-8	-0.8	-1.7	1.7	0.1	-0.7	-0.7	9	-0.6	-11
- CC(=O)c1c(C)[nH]c(C(=O)OCC(=O)N2CCN(S(=O)(=O)c3ccc(C)cc3)CC2)c1C
  -3	-7	-1.0	-0.1	2.5	-1.0	-4.5	-0.1	-7	-0.4	-3
- O=c1[nH]c(=O)n(-c2ccc(F)cc2)c2c1C(C(F)(F)F)(C(F)(F)F)N=C(c1ccc(F)cc1)N2
  -1	2	-0.9	-1.3	-6.5	0.7	-1.6	0.6	4	-0.3	5
- COc1cc(/C=N/NC(=O)c2nnn(-c3nonc3N)c2C(C)C)ccc1OCc1ccccc1
  -1	4	-1.1	-0.8	0.2	-0.1	-1.1	-0.3	-3	0.3	4
- CCN(c1ccc(NC(=O)COC(=O)c2ccc(C)c(S(=O)(=O)N3CCOCC3)c2)cc1)C(C)C
  -3	-4	-1.4	-1.9	3.5	-0.1	1.1	1.1	-7	-0.7	-2
- COC(=O)c1cn(CCC#N)nc1-c1ccc2ccccc2c1
  -2	-6	-1.1	-0.6	1.4	-1.3	-1.4	-0.5	-4	-0.1	-2
- CC(=O)c1cccc(NC(=O)N2CCCC2C(=O)NCc2ccccc2)c1 (stereo unspecified)
  4	6	-1.5	-1.1	1.4	-0.3	-0.6	0.6	10	-0.4	0
- CCn1cc(C(=O)Nc2ccc(OC)c(OC)c2)c2cc(OC)c(OC)cc2c1=O
  0	4	-1.2	-2.2	2.3	0.9	-2.6	-0.3	1	-0.2	11
- O=C(CN1CCCCC1)Nc1cccc(Cl)c1
  -1	-1	-0.9	-1.8	2.4	3.0	2.4	-0.5	3	-0.8	2
- Cc1nn(CC(O)COc2ccc3c(c2)CCC3)c(C)c1C (stereo unspecified)
  1	-10	-1.2	-1.5	2.7	-0.7	-2.4	0.0	-7	-0.4	-1
- O=C(COC(=O)c1ccc[nH]c1=O)NCCc1ccc(Cl)cc1Cl
  3	-1	0.8	3.9	3.5	-0.1	8.9	0.1	8	1.7	-1
- COc1ccc(NC(=O)C(=O)NCCN2CCN(C(=O)c3ccc(C)cc3)CC2)cc1
  2	-5	1.2*	-3.1	-2.1	1.5	-1.5	-0.4	4	0.1	1
- COCC(C)n1c(SCc2ccc(OC)c(F)c2)nc2ccccc2c1=O (stereo unspecified)
  -3	6	-2.6	-2.5	1.4	-1.8	-0.3	0.7	-5	-1.6	4
- COC(=O)C1=C(N)Oc2cc(C)n(Cc3cccnc3)c(=O)c2C1c1ccc(OC)c(OC)c1OC (stereo unspecified)
  0	-13	-1.1	-1.4	0.3	-1.5	-1.6	-0.2	5	-0.6	-10
- O=C(CCNC(=O)c1ccccc1)NCCCc1ccccc1
  -2	-4	-1.5	0.7	1.4	0.1	-2.2	-0.9	10	1.6	-1
- CCCC(=O)Nc1c(O)c2ccccc2[nH]c1=O
  -3	3	-1.0	-0.3	-0.5	0.9	2.1	-0.1	8	0.6	3
- Cc1onc(-c2c(Cl)cccc2Cl)c1C(O)c1ccc(F)cc1 (stereo unspecified)
  1	-6	-0.9	-0.5	-0.8	-1.0	0.9	-0.1	-8	0.3	-5
- O=C(CN1CCN(c2ccccc2F)CC1)c1ccc(O)cc1O
  1	3	-1.4	-0.5	0.9	-0.5	2.2	-0.3	3	0.0	-3
- CCn1cc(CN2CCC(n3nccc3NC(=O)c3ccccc3C)CC2)c(C)n1
  -3	2	-0.8	-2.0	3.5	-0.1	-1.7	-0.8	6	-0.1	0
- CCCc1nnc(NC(=O)C23CC4CC(CC(C4)C2)C3)s1
  1	-1	-1.1	1.4	-0.6	0.5	1.2	-0.6	0	0.1	-8

Next section.
Values run as follows: SMARCA2 activ	GC-B act	ssDAF12 agonist	hcDAF12 agonist	FXN GAA850 act	DAX1 inh-1	hgDAF-12 ag	proKLK7 act	sPLA2-III inh	DAX1 inh-2	NPR1 activator
- S=C(Nc1ccccc1)Nc1ccc(Br)cn1
  2	-3	-1.1	-2.5	0.7	-1.4	0.9	-0.1	10	-0.5	-7
- CCN(Cc1ccccc1)S(=O)(=O)c1cc(C(=O)NC2CCCCCC2)ccc1OC
  -4	4	-2.0	0.3	1.2	-1.5	-4.1	0.1	-11	-0.7	-1
- CCCCNC(=O)CCNS(=O)(=O)c1ccc(C)cc1
  -4	-1	-1.2	0.2	3.6	-0.2	-2.4	0.4	3	0.2	0
- O=C1c2ccccc2C(O)(Cc2ccccc2)N1CCCN1CCOCC1 (stereo unspecified)
  -2	2	-0.5	2.0	-0.4	-0.3	2.3	0.8	6	0.8	1
- CCOC(=O)C/C(C)=N\Nc1nc(-c2ccccc2)cs1
  1	-1	1.7*	1.5	-0.3	-0.8	1.7	0.4	-2	0.6	-4
- Cc1cccc(Nc2c3c(nc4ccccc24)CCC3)c1
  -5	-5	-1.6	-2.0	-2.0	x	-3.1	0.2	5	-0.5	4
- CCC(C)(C)n1nnnc1C(c1cc2cc(OC)c(OC)cc2[nH]c1=O)N1CCc2ccccc21 (stereo unspecified)
  0	-4	-0.5	-1.0	-6.0	1.6	0.9	-6.4	-18	0.0	7
- Cc1ccc(S(=O)(=O)NC(=O)c2ccc(F)cc2)c(C)c1
  -1	0	-1.0	-1.4	0.4	-1.1	-1.5	0.4	-12	0.0	1
- CCCCCc1ccc2cc(C#N)ccc2n1
  2	0	-0.3	0.5	x	x	5.3	-0.3	-6	3.5	3
- OCCC1CN(Cc2ccc(-n3cccn3)cc2)CCN1Cc1ccccc1 (stereo unspecified)
  4	3	-1.5	-0.2	1.3	-0.5	-2.9	0.9	-3	0.2	-2
- CN(C)c1ccc(C(=O)Nc2ccc(O)c3c(=O)cc(-c4ccccc4Cl)oc23)cc1
  0	0	-1.2	-0.9	0.7	0.4	0.2	-0.6	4	-0.4	1
- CCOC(=O)Cn1c(=O)c2c(nc3n2CCCN3CCc2ccccc2)n(C)c1=O
  7	11	-1.2	0.7	-1.9	-2.1	-2.6	-0.3	1	0.0	10

Assay outcomes from PubChem.
